HIF act: HIF pathway transcriptional activation; U2OS HRE-luciferase reporter, luminescence; normalized: DMSO 0%, desferrioxamine 100%; activation, % at 7.5 µM (by protocol); actives 0.32% (n = 300,000); AID 1910;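 active = mean activation of at least 10% of the iron chelator positive control signal, with at least half of replicates also reaching 10%; inconclusive = mean and replicate majority disagree about reaching 10%; inactive = mean and most replicates under 10%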
HSF1 inhib: HSF1 inhibition | activity change, negative = inhibition, % at 7.5 µM (by protocol) | actives 0.77% (n = 300,000) | NIH3T3-HGL HSE-luciferase, MG132-induced, luminescence 8 h; hits give low values;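 active = more than half of replicate wells show activity change below -50%, luminescence cut by over half; inconclusive = some wells, but at most half, below -50%; inactive = no replicate well below -50%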;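 note: luciferase reports HSF-1 transcriptional activity via heat shock element; 0% = median of DMSO wells and -100% = zero luminescence signal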
HSF-1 act: increases HSF-1 driven luciferase reporter signal | NIH3T3-HGL HSF-1 luciferase reporter, MG132, 8 h; 100% = twice DMSO control signal | activation, % at 9 µM | actives 1.7% (n = 300,000);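 active = mean replicate activation of at least 50% with a set share of replicates each reaching 50%; inconclusive = only one of those two conditions met; inactive = mean below 50% and too few replicates reaching it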;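 note: 0% = median of the neutral control wells and 100% = twice that signal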
Platelet DG rel: platelet dense granule release activity; human platelet-rich plasma, SFLLRN dense granule ATP release, luminescence; inhibition, %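 (compounds screened at 7.5 µM in platelet-rich plasma)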; actives 0.22% (n = 300,000);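 active = mean replicate score, as percent of positive control, at or above 50; inconclusive = mean below 50 but at least one replicate at or above 50; inactive = mean and every replicate below 50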
aSyn 5UTR inh: 5' untranslated region of α-synuclein, MLPCN primary screen; alpha-synuclein 5'UTR reporter, inhibitor activity; inhibition, % (tested at 7.5 µM); actives 0.82% (n = 300,000); in the data active = inhibition above about 60%; inconclusive = no clear call, values can overlap the other calls;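 note: H4 neuroglioblastoma cells stably carrying SNCA 5'UTR luciferase fusion; 0% = DMSO wells and 100% = positive control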
IEC-6 cytotox: kills IEC-6 intestinal cells in KLF5 counter-screen; IEC-6 cytotoxicity, luminescence viability; inhibition, % at 5 µM; actives 0.78% (n = 290,000); AID 1825; in the data active = inhibition above about 22%;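 note: 0% = plate median of test compound wells and 100% = cytotoxic reference compound wells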
HSP90 inh: blocks HSP90-mediated luciferase refolding in reticulocyte lysate; actives 0.91% (n = 290,000); Rabbit reticulocyte lysate, luciferase refolding luminescence, 3 h; inhibition, % at 5.6 µM;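 active = inhibition above the screen-wide mean plus 3 SD, computed separately per campaign, cut at about 16% in these data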;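 note: 0% = DMSO wells and 100% = 60 µM geldanamycin wells; inhibitors lower the luminescence because luciferase stays unfolded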
AI-2 QS mod: modulates the Vibrio harveyi AI-2 quorum sensing system; activity change, % at 7.5 µM; actives 0.4% (n = 300,000); Vibrio harveyi JMH597 AI-2 luminescence/OD600 ratio, 9 h; hits give low values; strain lacks LuxN and CqsS sensors; 0 = neutral-control median; in the data active = activity change below about -75%, passing the limit was not always enough; inconclusive = no clear call, values can overlap the other calls;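 note: luminescence divided by OD600 gain over 9 h not by final OD600 alone; inactives centre near 13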
KLF5 inhibitor: inhibitors of KLF5 expression. DLD-1 KLF5 promoter-luciferase reporter, luminescence. inhibition, % at 5 µM. actives 0.23% (n = 290,000). AID 1700;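 active = inhibition above a per-plate limit of that plate's mean compound inhibition plus 3 SD, cut at about 60% in these data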;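 note: 0% = DMSO wells and 100% = LY294002 at 200 µM; higher means less KLF5 promoter-driven luciferase light; inactives centre near -14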
HDAC3 inh: human HDAC3 inhibition. O15379. recombinant HDAC3, fluorogenic peptide/trypsin coupled, fluorescence. inhibition, % at 8.3 µM. actives 0.15% (n = 320,000). AID 2718; in the data active = inhibition above about 26%, passing the limit was not always enough; inconclusive = no clear call, values can overlap the other calls
Target sequence (O15379 whole entry, looked up): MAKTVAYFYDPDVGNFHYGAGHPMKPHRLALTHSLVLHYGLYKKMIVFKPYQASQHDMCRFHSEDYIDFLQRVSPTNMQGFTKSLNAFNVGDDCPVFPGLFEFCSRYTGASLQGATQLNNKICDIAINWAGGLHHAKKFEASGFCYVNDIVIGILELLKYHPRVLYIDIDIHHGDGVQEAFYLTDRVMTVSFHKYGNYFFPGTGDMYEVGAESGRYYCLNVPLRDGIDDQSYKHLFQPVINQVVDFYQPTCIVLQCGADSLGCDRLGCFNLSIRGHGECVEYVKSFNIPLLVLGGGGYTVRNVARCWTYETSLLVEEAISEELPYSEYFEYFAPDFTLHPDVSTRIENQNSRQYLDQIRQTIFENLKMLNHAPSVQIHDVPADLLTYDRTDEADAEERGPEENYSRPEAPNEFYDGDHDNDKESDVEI
The depositor's hits bear a star; ? = inconclusive; · = no result given.

SMILES	HIF act	HSF1 inhib	HSF-1 act	Platelet DG rel	aSyn 5UTR inh	IEC-6 cytotox	HSP90 inh	AI-2 QS mod	KLF5 inhibitor	HDAC3 inh
CCOC(=O)C(NC(=O)CC(C)C)(Nc1sc(C)c(CC)c1C#N)C(F)(F)F (stereo unspecified)	0.5	-5	-12	-3	10	0	2	-4	-30	9
Cn1c(=O)c2c(nc(Br)n2CC(=O)C23CC4CC(CC(C4)C2)C3)n(C)c1=O	-0.1	2	3	-3	-25	-4	1	7	-14	5
CC1CN(S(=O)(=O)c2cccc(C(=O)NNC(=O)C(C)Oc3ccccc3F)c2)CC(C)O1 (stereo unspecified)	-1.2	-1	2	·	5	·	·	12	·	-4
O=C(COc1ccc(S(=O)(=O)N2CCCC2)cc1)NCC1CCCO1 (stereo unspecified)	-0.2	-3	1	-2	7	5	1	23	12	-7
O=Cc1ccc(-n2cc(C=O)c3ccccc32)cc1	0.1	-3	-2	-9	-13	-1	1	4	7	5
CCOc1ccccc1NC(=O)C(OC(=O)c1ccccc1NS(=O)(=O)c1cccs1)c1ccccc1 (stereo unspecified)	0.8	-1	0	-4	18	-4	10	8	-4	4
CCOC(=O)c1c(NC(=O)COC(=O)Cc2ccccc2[N+](=O)[O-])sc(C(=O)N(C)C)c1C	-1.6	5	12	-2	18	·	·	9	·	2
CCOC(=O)C1=C(C)Nc2ncnn2C1c1ccc(N(C)C)cc1 (stereo unspecified)	0.0	9	9	-1	5	1	1	13	-14	2
O=C(CN1c2cccc3cccc(c23)S1(=O)=O)NCc1ccc2c(c1)OCO2	0.1	0	24	13	5	-5	1	7	-8	4
CC(C)c1ccc(NC(=O)CN(Cc2ccccc2)S(C)(=O)=O)cc1	-3.1	3	-7	3	-1	-3	-5	17	-28	6
CN(C)S(=O)(=O)c1ccc(Cl)c(NC(=O)COC(=O)/C=C/c2cnc3ccccc3n2)c1	-0.7	14	33	13	-2	2	3	10	4	·
CCOCCc1nnc(NC(=O)CCC2CCCCC2)s1	0.2	7	-1	9	11	3	1	1	-29	-1
O=C(CCCNS(=O)(=O)c1ccc(Cl)c(Cl)c1)NCCc1ccccn1	-0.5	8	-10	18	12	2	-8	13	-1	-2
CC(C)(C)c1ccc(/C=C/C(=O)O)s1	-0.2	-20	-9	14	-13	1	-2	12	-9	14
CCOC(=O)c1c(C2CC2)csc1NC(=O)CSCc1c(C)noc1C	-1.3	-3	2	10	10	0	0	6	-5	1
O=C(CC1SC(=Nc2ccccc2)N(CCc2c[nH]c3ccccc23)C1=O)Nc1ccccc1F (stereo unspecified)	-0.1	9	26	-12	-28	-4	-2	4	10	-1
Cc1ccc(NS(=O)(=O)c2cc(C(=O)O)ccc2Cl)c(C)c1	-0.1	-10	-11	5	4	2	-1	18	0	-1
Cc1n[nH]c(=O)c2c(NC(=O)CSc3ccc(F)cc3)oc(C)c12	0.7	-9	-6	-1	-12	·	·	16	·	5
CCOc1ccc2c(c1)-c1c(ssc1=S)C(C)(C)N2C(=O)c1ccco1	0.3	16	32	1	11	0	4	15	12	-1
O=S(=O)(CCc1nc2ccccc2o1)c1ccc2ccccc2c1	-0.6	-6	6	2	-8	-6	-1	22	-32	2
Cc1nnc(Nc2ccc(S(N)(=O)=O)cc2)c2ccccc12	0.4	-2	9	-2	-22	-3	-4	11	-15	3
CCN(CC)C(=O)c1[nH]cnc1C(=O)N[C@@H](CC(C)C)C(=O)OC(C)(C)C	0.0	-8	-17	-1	19	4	4	31	13	-6
COC(=O)c1nn(-c2ccc3c(c2)OCO3)cc1O	1.8	15	26	5	-86	5	9	24	-58	-13
FC(F)(F)C(F)(F)c1nnc2ccc(-n3ccnc3)nn12	-0.2	-6	-19	10	35	0	-2	41	-22	0
CCN1CCN(C(=O)CS(=O)Cc2nc(-c3ccc(OC)cc3)oc2C)CC1 (stereo unspecified)	0.1	-8	-16	0	-2	-2	-5	27	5	-7

More compounds:
SMILES	HIF act	HSF1 inhib	HSF-1 act	Platelet DG rel	aSyn 5UTR inh	IEC-6 cytotox	HSP90 inh	AI-2 QS mod	KLF5 inhibitor	HDAC3 inh
COc1cc(/C=C(\C#N)c2nc3c(s2)CCCC3)ccc1O	-20	-2	17	-7	-158	4	-1	14	-109	4
O=C(Nc1ccc(Cl)cn1)C1CCN(S(=O)(=O)c2cccs2)CC1	0.4	-7	8	3	2	1	5	7	-1	1
COc1ccc(OCCCC(=O)Nc2cccc([N+](=O)[O-])c2C)cc1	-0.4	-1	-6	13	-5	-1	1	29	-9	6
COc1nc(-c2ccc(C)cc2)ccc1-c1noc(-c2ccco2)n1	0.8	8	9	9	-70	5	9	21	-15	-4
CC1CCN(C(=O)Cn2c(=O)n(-c3ccc(F)cc3)c(=O)c3sccc32)CC1	-0.1	-4	0	-5	2	-8	-4	11	-7	3
Cc1ccccc1-c1nc(C#N)c(NCc2ccco2)o1	-0.3	9	17	-5	-8	-6	0	?	-23	-21
COc1ccc(-c2cc3c(=O)n(CC(=O)Nc4cccc(Cl)c4)ncn3n2)cc1	-0.2	-4	3	10	-6	-5	-5	22	-35	-8
COc1ccc(O)c(C(=O)c2cnc3c(c2)c(=O)[nH]c(=O)n3C)c1	0.5	4	3	0	5	-1	1	15	10	6
CCOc1ccc(N(C(=O)c2snc(C(N)=O)c2N)C(C(=O)NCC2CCCO2)c2ccc(C)o2)cc1 (stereo unspecified)	1.9	1	9	7	-1	-2	4	3	-19	·
O=C(COC(=O)c1ccccc1NCCO)NCc1cccs1	0.1	3	-9	-4	0	·	·	40	·	-29
COc1ccc(N(CC(=O)Nc2ccc(S(=O)(=O)N3CCOCC3)cc2)S(=O)(=O)c2ccccc2)cc1	·	·	·	·	·	1	0	16	21	7
O=[N+]([O-])c1ccccc1/C=C/C=N/Nc1nc(N2CCCCC2)nc(N2CCCCC2)n1	-0.4	0	4	4	-48	0	-2	26	-11	0
Cc1cc(C)cc(OCc2nnc(SCC(=O)OC(C)C)o2)c1	-0.2	2	9	-4	11	-6	1	26	-40	11
O=C(O)c1cccc(Nc2nc(Nc3ccccc3)nc(N3CCCC3)n2)c1	-0.1	-18	-12	-4	-5	-2	1	15	-26	3
Cc1cc(C)cc(NC(=S)N2CCC(NC(=O)c3ccccc3C)CC2)c1	0.3	6	14	1	-14	2	-2	20	-4	?
Cc1[nH]c(C)c(S(=O)(=O)NCc2ccccc2Cl)c1C(=O)N1CCCC1	-0.4	3	11	-18	13	-6	0	-3	-1	-4
CC(C)NC(=O)c1onc(CSc2cccc(F)c2)c1C(=O)O	-0.3	-8	-5	-2	5	1	-7	31	-11	-5
CC(C)(C)SCCNC(=O)/C=C/c1cccc([N+](=O)[O-])c1	-0.3	12	26	8	-20	-1	-5	13	-25	1
CCCCS(=O)CC(CS(=O)CCCC)OC(=O)c1ccc(C)cc1 (stereo unspecified)	-0.2	5	10	-2	0	3	7	15	35	-2
O=C(CCc1ccccc1)NCC(=O)N/N=C/c1ccc(O)cc1O	-0.4	8	9	-4	-1	0	1	38	7	-9
CN=C1SC(CC(=O)Nc2c(C)cccc2C)C(=O)N1/N=C/c1cccs1 (stereo unspecified)	-0.1	-2	2	-1	12	-3	1	46	-28	8
Cc1ccc2[nH]c(C(=O)O)c(-c3ccccc3)c2c1	-0.5	-4	8	-5	8	-2	4	5	-33	-4
CCOC(=O)C(CC)/C(C)=N\NC(=O)c1ccccc1O (stereo unspecified)	-0.5	-8	-1	-14	93*	-4	1	-4	16	-9
Cc1ccc(/C=N/NC(=O)c2ccc3nc[nH]c3c2)s1	2.5	4	-2	-6	-2	6	-2	-11	-13	11
CCN(CC)C(=O)Cn1cc(S(=O)(=O)CC(=O)NCc2ccc(F)cc2)c2ccccc21	-0.7	0	15	7	-9	3	3	5	-21	-5

Going on with the list:
SMILES	HIF act	HSF1 inhib	HSF-1 act	Platelet DG rel	aSyn 5UTR inh	IEC-6 cytotox	HSP90 inh	AI-2 QS mod	KLF5 inhibitor	HDAC3 inh
Cc1cccc(N(CC(=O)NCc2ccccc2)C(=O)CCC(=O)Nc2nccs2)c1	0.0	-5	11	-3	-13	-6	-2	15	-19	-1
CCC(CC)COC(=O)C1=C(C)NC(=O)NC1c1ccc([N+](=O)[O-])cc1 (stereo unspecified)	-1.5	11	4	-8	18	-5	5	14	4	10
CCC(CC)C(=O)Nc1nnc(SCC(=O)NC(C)(C)C)s1	0.2	-3	4	15	12	-4	-8	5	-22	0
COc1ccccc1-n1c(C)cc(C=O)c1C	0.1	-4	-6	7	-10	7	6	13	-17	0
O=C(O)c1ccc(/C=N/NC(=S)NCCN2CCOCC2)cc1	0.3	-3	9	-4	17	8	-2	15	-30	?
Cc1cccc(C)c1OCc1n[nH]c(=S)o1	-0.1	-3	-8	-1	3	-6	2	16	-62	-4
CCCc1nnc(NC(=O)Cn2c(=O)sc3ccccc32)s1	-0.7	-4	-22	-1	24	1	-4	5	-20	-3
CCN(CC)CCC(c1ccc2c(c1)OCO2)c1c(OC)cc(OC)c2ccc(=O)oc12 (stereo unspecified)	-0.2	2	5	0	0	·	·	24	·	3
COC(=O)c1cc2nc(-c3ccc(OC)cc3)cc(C(F)(F)F)n2n1	·	·	·	·	·	1	0	44	1	-3
Cc1ccc(S(=O)(=O)N2CCCC2C(=O)Oc2ccccc2)cc1 (stereo unspecified)	0.1	1	-6	3	6	-2	1	33	-5	0
Cc1ccc(S(=O)(=O)N2CCC(C(=O)OCC(=O)N(C)CC(=O)Nc3ccc(F)cc3)CC2)cc1C	0.4	10	0	17	-5	·	·	20	·	-1
O=C(O)CCC(=O)/C=C/c1ccccc1	-0.3	3	3	1	-41	1	0	26	-8	4
N#CCNc1ccc([N+](=O)[O-])cc1C#N	-0.1	0	29	8	14	-7	8	19	-21	4
NC(=O)c1ccsc1NC(=O)CS(=O)(=O)c1ccc(F)cc1	-20	8	11	-12	-21	·	·	1	·	1
Cc1ccc(-c2c[n+](CC(=O)c3cccs3)c3n2CCC3)cc1	-0.4	-1	12	-15	4	5	-1	23	1	2
CCCNC(=O)Nc1ccc(F)c(Cl)c1	0.6	9	0	2	-29	-8	-1	11	-35	3
N#CCNC(=O)C1c2ccccc2Oc2ccccc21	-2.7	-5	-10	-16	-4	0	2	10	5	1
CCCN(C(=O)CSc1nnnn1C)c1c(N)n(Cc2ccccc2)c(=O)[nH]c1=O	0.0	0	11	-4	-9	-4	0	16	-21	-1
CCn1c(O)c(N=NC(=O)c2cccc(S(=O)(=O)N3CCCCC3)c2)c2ccccc21	0.0	-8	-15	8	56	-1	1	37	19	·
CC(CC(=O)O)CC(=O)N1CCN(S(=O)(=O)c2cccs2)CC1 (stereo unspecified)	-0.3	-8	-2	6	3	1	2	5	-43	-2
Cn1c(-c2ccc(F)cc2)cnc1SCC(=O)N1CCCCC1	-3.5	13	37	-2	36	-5	18*	2	-145	·
O=C(NC1CCCC1)C(c1ccc(F)cc1)N(C(=O)c1csnn1)c1ccccc1 (stereo unspecified)	-0.5	-1	-3	2	-13	0	1	-4	-14	-8

Bioassay records deposited in PubChem by several laboratories.
